CHRM1 antagonist: antagonists of human M1 muscarinic receptor; inhibition, % at 3 µM; 360,000 compounds, 1.3% hits; CHO-K1 hM1, Fluo-8 calcium fluorescence, ACh EC80 antagonist; P11229;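 active = percent inhibition above its own plate's cutoff, namely the mean of that plate's compound wells plus 3 SD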;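 also: peak over basal fluorescence ratio during 140 s after agonist addition; 0% = ACh EC80 plus DMSO and 100% = DMSO alone without agonist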
Target sequence (P11229 whole entry, looked up): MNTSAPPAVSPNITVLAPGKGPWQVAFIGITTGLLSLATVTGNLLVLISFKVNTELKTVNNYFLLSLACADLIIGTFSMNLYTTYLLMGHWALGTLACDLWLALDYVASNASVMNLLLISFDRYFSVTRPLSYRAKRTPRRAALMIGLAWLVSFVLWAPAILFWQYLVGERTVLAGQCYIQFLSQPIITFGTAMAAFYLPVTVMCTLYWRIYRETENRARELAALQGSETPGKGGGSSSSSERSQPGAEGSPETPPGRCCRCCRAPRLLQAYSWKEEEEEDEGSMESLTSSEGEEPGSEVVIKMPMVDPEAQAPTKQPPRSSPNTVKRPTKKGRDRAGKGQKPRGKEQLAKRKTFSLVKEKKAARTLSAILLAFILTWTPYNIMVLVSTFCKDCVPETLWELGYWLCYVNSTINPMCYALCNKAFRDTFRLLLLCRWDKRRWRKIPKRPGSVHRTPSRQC
M1 PAM: positive allosteric modulators of human M1 muscarinic receptor. CHO-K1 hM1, Fluo-8 calcium fluorescence, ACh EC20; 0% = ACh EC20, 100% = maximal ACh. activation, % at 3 µM. 360,000 compounds, 0.088% hits; in the data active = activation above about 19%, passing the limit was not always enough
CHRM4 agonist: CHRM4 agonism in calcium assay; activation, % at 3 µM; 360,000 compounds, 0.14% hits; CHO-K1 hM4/Gqi5, Fluo-8 calcium fluorescence; vehicle 0%, full acetylcholine response 100%; P08173; AID 624127;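 active = activation above the run mean over all test wells plus 3 SD, cut at about 32% in these data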;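 also: peak over basal fluorescence ratio per well then scaled between controls; 0% = DMSO wells and 100% = acetylcholine at EC100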
Target sequence (P08173 whole entry, looked up): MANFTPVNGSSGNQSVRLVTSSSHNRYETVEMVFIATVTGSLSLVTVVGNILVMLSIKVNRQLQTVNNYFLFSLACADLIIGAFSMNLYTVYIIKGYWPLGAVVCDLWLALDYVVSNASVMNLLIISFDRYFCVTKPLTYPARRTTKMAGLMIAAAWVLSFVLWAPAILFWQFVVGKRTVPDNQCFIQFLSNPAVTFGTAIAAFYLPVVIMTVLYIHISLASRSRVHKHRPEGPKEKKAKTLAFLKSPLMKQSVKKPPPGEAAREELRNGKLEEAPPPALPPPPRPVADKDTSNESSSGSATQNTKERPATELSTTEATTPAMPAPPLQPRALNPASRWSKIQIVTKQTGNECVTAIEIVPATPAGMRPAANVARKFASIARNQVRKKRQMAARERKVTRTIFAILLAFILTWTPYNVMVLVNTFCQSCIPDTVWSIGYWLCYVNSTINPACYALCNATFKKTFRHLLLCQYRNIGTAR
CHRM4 PAM: potentiates acetylcholine response at human M4 receptor. 360,000 compounds, 0.4% hits. P08173. activation, % at 3 µM. CHO-K1 hM4/Gqi5, Fluo-8 calcium fluorescence, ACh EC20; 0% = ACh EC20, 100% = maximal ACh. AID 624126;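 active = activation above its plate's cutoff, the mean activation of sample wells plus 3 SD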; also: some results filed as inactive read as strong as hits
CHRM4 antagonist: blocks acetylcholine activation of human M4 receptor. CHO-hM4 cells, ACh EC80, Fluo-8 calcium fluorescence. 360,000 compounds, 0.73% hits. P08173. AID 624125. inhibition, % at 3 µM;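 active = inhibition above its plate's cutoff, the mean inhibition of sample wells plus 3 SD, cut at about 27% in these data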;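 also: 0% = acetylcholine EC80 with DMSO and 100% = DMSO without agonist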
M5 PAM: CHRM5 positive allosteric modulation. P08912. CHO-K1 hM5, Fluo-8 calcium, ACh EC20 PAM; 0% = ACh EC20, 100% = ACh EC100. activation, % at 3 µM. 360,000 compounds, 0.3% hits;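 active = activation above the run cutoff, the mean activation of all test compounds plus 3 SD, cut at about 18% in these data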
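system = human M5 receptor in CHO-K1 cells | reagent = EC20 acetylcholine as agonist stimulus | compound dosing = single-point, 3 µM nominal | incubation = Fluo-8 loading 80 min at 37 °C plus 30 min room temperature | detection = Fluo-8 calcium dye fluorescence, kinetic read | benchmarks = low control EC20 acetylcholine (0%), high control EC100 acetylcholine (100%)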
CRFR2-BP ag: CRF-BP/CRF-R2 complex agonism; activation, % at 13.2 µM; HEK293 CRF-R2/CRF-BP, calcium dye fluorescence (FLIPR); percent of saturating CRF peptide response; 350,000 compounds, 0.46% hits; AID 588473;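 active = activation of at least 50%, plus an integration ratio under a set limit after plate pattern correction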;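 also: plate controls were neutral control wells without compound for no effect and CRF at EC100 for full effect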
CHRM5 antagonist: blocks acetylcholine activation of human M5 receptor; P08912; CHO-hM5 cells, Fluo-8 calcium fluorescence, ACh EC80; inhibition, % at 3 µM; 360,000 compounds, 0.59% hits; AID 624040;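 active = inhibition above a per-plate cutoff, the mean of that plate's test compounds plus 3 SD, cut at about 27% in these data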;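 also: 0% = acetylcholine EC80 with DMSO and 100% = DMSO without agonist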
CHRM5 agonist: agonists of human muscarinic M5 receptor (CHRM5); activation, % at 3 µM; P08912; 360,000 compounds, 0.19% hits; CHO-K1 hM5 cells, Fluo-8 calcium fluorescence; 0% DMSO wells, 100% maximal acetylcholine response; AID 624037;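 active = activation above the run's mean over test compounds plus 3 SD, cut at about 23% in these data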;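 also: signal is peak over basal fluorescence ratio across the kinetic read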
* hit, by the source's call; x = no result given.

#1 NC(=O)CC(NC(=O)c1ccccc1)c1ccc(N2CCN(c3ccccn3)CC2)c([N+](=O)[O-])c1 (stereo unspecified)
#2 CCN(CC)S(=O)(=O)c1ccc(/C=C/C(=O)OCC#N)cc1
#3 CCCc1c(C(=O)Nc2ccc(F)cc2)cnn1-c1ccccc1
#4 CCN(CCCNC(=O)CCCCn1c(=O)[nH]c2ccccc2c1=O)c1ccccc1
#5 COC(=O)c1cn(Cc2c(C)cc(C)cc2C)nn1
#6 CCOCC(O)CSCc1ccc(Cl)cc1 (stereo unspecified)
#7 CC(C)CCNC(=O)C(c1ccncc1)N(C(=O)Cn1nnc(-c2ccc(F)cc2)n1)c1ccccc1F (stereo unspecified)
#8 CCC(C(=O)OCC(=O)c1ccc(OC)cc1OC)c1ccccc1 (stereo unspecified)
screen / no.,1,2,3,4,5,6,7,8
CHRM5 agonist,-1,0,1,-2,0,-1,-1,1
M5 PAM,2,7,-11,-4,2,-2,1,-14
CRFR2-BP ag,-0.3,-0.2,0.1,-0.9,-1.3,1.3,-1.6,0.7
M1 PAM,4,15,1,1,13,6,-2,0
CHRM5 antagonist,0,-12,9,0,0,0,-2,13
CHRM4 antagonist,6,-13,4,5,-2,-1,2,-2
CHRM4 agonist,1,1,2,3,0,-2,1,2
CHRM1 antagonist,-6,-13,-6,-1,-12,-2,0,2
CHRM4 PAM,-6,-1,-8,-9,-2,17,-3,2

Reprinted at random: seven records from the list, in no set order.
#3 CCCc1c(C(=O)Nc2ccc(F)cc2)cnn1-c1ccccc1
#5 COC(=O)c1cn(Cc2c(C)cc(C)cc2C)nn1
#4 CCN(CCCNC(=O)CCCCn1c(=O)[nH]c2ccccc2c1=O)c1ccccc1
#2 CCN(CC)S(=O)(=O)c1ccc(/C=C/C(=O)OCC#N)cc1
#8 CCC(C(=O)OCC(=O)c1ccc(OC)cc1OC)c1ccccc1 (stereo unspecified)
#6 CCOCC(O)CSCc1ccc(Cl)cc1 (stereo unspecified)
#1 NC(=O)CC(NC(=O)c1ccccc1)c1ccc(N2CCN(c3ccccn3)CC2)c([N+](=O)[O-])c1 (stereo unspecified)
screen / no.,3,5,4,2,8,6,1
CHRM5 agonist,1,0,-2,0,1,-1,-1
M5 PAM,-11,2,-4,7,-14,-2,2
CRFR2-BP ag,0.1,-1.3,-0.9,-0.2,0.7,1.3,-0.3
M1 PAM,1,13,1,15,0,6,4
CHRM5 antagonist,9,0,0,-12,13,0,0
CHRM4 antagonist,4,-2,5,-13,-2,-1,6
CHRM4 agonist,2,0,3,1,2,-2,1
CHRM1 antagonist,-6,-12,-1,-13,2,-2,-6
CHRM4 PAM,-8,-2,-9,-1,2,17,-6

Continued:
#9 O=C(CCS(=O)(=O)c1ccc(Br)s1)NC1CCCC1
#10 COc1cc(-c2nc(-c3ccc(NC(=O)c4ccc(Br)o4)cc3)no2)cc(OC)c1OC
#11 O=C(NCc1ccccc1)C(c1ccc(F)cc1)N1CCN(C(=O)C2CCCO2)CC1 (stereo unspecified)
#12 CCc1ccc(CN(C)C(=O)CCc2nc3ccccc3n(-c3ccc(OC)cc3)c2=O)cc1
#13 COc1ccccc1-n1cc(-c2ccc(Br)cc2)[nH]c1=S
#14 COc1ccc(NS(=O)(=O)c2c(C)[nH]c(=O)[nH]c2=O)cc1OC
#15 COc1cc(/C=N/N=C(\N)c2nonc2N)cc(OC)c1OC
#16 N#CC(c1nc2ccccc2nc1N1CCCC1)S(=O)(=O)c1cccs1 (stereo unspecified)
screen / no.,9,10,11,12,13,14,15,16
CHRM5 agonist,0,0,2,-2,-6,-5,-1,2
M5 PAM,0,-5,3,2,5,-12,2,-2
CRFR2-BP ag,0.9,-0.3,x,1.9,4.7,0.7,8.1,4.9
M1 PAM,8,-1,x,1,11,-6,10,8
CHRM5 antagonist,1,3,4,5,2,1,7,0
CHRM4 antagonist,-1,-6,-6,3,-1,4,2,-9
CHRM4 agonist,0,4,1,1,0,3,2,2
CHRM1 antagonist,-13,2,x,1,-9,3,-4,-10
CHRM4 PAM,-4,8,11,0,-2,0,-1,2

#17 O=C(N/N=C/C=C\c1ccccc1[N+](=O)[O-])c1ccco1
#18 COc1cc(CCC(=O)OCC(=O)Nc2ccccc2C(C)C)cc(OC)c1OC
#19 Cc1nc2c(C(=O)NCCC3=CCCCC3)c[nH]n2c(=O)c1Cl
#20 O=C(CN(Cc1cccs1)C(=O)CCC(=O)Nc1nccs1)NCc1ccccc1
#21 CCOC(=O)c1c(-c2cccs2)csc1NC(=O)CC(C)C
#22 O=S1(=O)C[C@@H](N2CCN(CCO)CC2)[C@H](COCc2ccccc2)N1
#23 Cc1ccc(Cl)cc1NC(=O)CCn1cccc1
#24 O=C(CN(C(=O)c1csnn1)c1ccc(Cl)cc1)NCc1ccc2c(c1)OCO2
screen / no.,17,18,19,20,21,22,23,24
CHRM5 agonist,1,0,-3,4,-9,-1,-2,1
M5 PAM,-3,-6,-12,-4,-8,-1,5,-6
CRFR2-BP ag,-2.7,-1.7,0.0,0.9,1.9,x,-0.9,-2.9
M1 PAM,3,8,-5,-3,-9,12,4,3
CHRM5 antagonist,7,3,7,-1,6,4,-1,12
CHRM4 antagonist,2,-7,-7,-3,4,-7,-6,-5
CHRM4 agonist,2,1,0,5,-1,0,0,4
CHRM1 antagonist,-3,-15,12,-21,14,9,-1,2
CHRM4 PAM,-3,4,6,-1,-6,4,7,7

An excerpt from above in order of their number in CHRM5 agonist, high to low:
# | mol | CHRM5 agonist
20 | O=C(CN(Cc1cccs1)C(=O)CCC(=O)Nc1nccs1)NCc1ccccc1 | 4
24 | O=C(CN(C(=O)c1csnn1)c1ccc(Cl)cc1)NCc1ccc2c(c1)OCO2 | 1
18 | COc1cc(CCC(=O)OCC(=O)Nc2ccccc2C(C)C)cc(OC)c1OC | 0

Next part.
#25 COc1cccc(CN2CCC(n3nccc3NC(=O)CCCc3ccccc3)CC2)c1O
#26 COc1ccc(C(=O)COc2ccccc2C#N)cc1
#27 CCOC(=O)C1C(=O)CC(C)(O)C(C(=O)OCC)C1c1ccc(OC)cc1 (stereo unspecified)
#28 CN=C1SC(CC(=O)Nc2sc(C)c(C)c2C(=O)OC)C(=O)N1C (stereo unspecified)
#29 CCCOc1ccc(/C=N/Nc2ccccc2[N+](=O)[O-])c(O)c1
#30 Cc1nn(CC(=O)NCCN2CCOCC2)c(C)c1[N+](=O)[O-]
#31 Cc1ccc2nc(SCc3cn4cccnc4n3)[nH]c2c1
#32 CC(=O)c1ccc(Nc2cc(C)nc3c(C)cccc23)cc1
screen / no.,25,26,27,28,29,30,31,32
CHRM5 agonist,-4,-3,-2,4,-6,-2,-2,-4
M5 PAM,-3,3,8,-2,10,-12,-4,3
CRFR2-BP ag,1.1,0.2,-1.1,0.4,-0.6,3.1,-0.2,0.4
M1 PAM,4,8,0,5,3,-1,-6,-8
CHRM5 antagonist,5,0,-9,8,-8,6,5,1
CHRM4 antagonist,-3,6,4,-1,1,-5,0,2
CHRM4 agonist,9,6,0,0,-2,0,0,0
CHRM1 antagonist,-1,-15,-10,-5,-2,5,12,5
CHRM4 PAM,-2,12,-1,-10,8,-5,2,-3

#33 Clc1cccc(Cl)c1C1=NOC(c2nnc(-c3ccccc3)o2)C1 (stereo unspecified)
#34 COc1ccc(OCC(=O)Nc2sc3c(c2C(=O)NCC2CCCO2)CCC3)cc1 (stereo unspecified)
#35 Cc1cccc(N(C)S(=O)(=O)c2cc3c(cc2C)n(C)c(=O)c(=O)n3C)c1
#36 CCCN(CC(=O)Nc1ccccc1C)C(=O)c1ccc2c(c1)OCO2
#37 CNc1nc(-c2ccccn2)nnc1-c1ccccc1
#38 CN(C(=O)c1ccc(NC(=O)Cc2ccc(NC(=O)C3CCN(C(=O)C4CCCCC4)CC3)cc2)cc1)C1CCCC1
#39 Cc1ccc(NC(=O)CSc2nnc(C)n2CC2CCCO2)cc1 (stereo unspecified)
#40 O=C(CC(Sc1n[nH]c(-c2ccccc2)n1)c1ccccc1)NCc1ccccc1 (stereo unspecified)
screen / no.,33,34,35,36,37,38,39,40
CHRM5 agonist,0,0,-2,5,-2,-1,1,-3
M5 PAM,-8,-2,-4,1,8,-2,7,0
CRFR2-BP ag,-0.5,0.6,-2.8,-1.3,1.3,1.1,-0.7,-0.9
M1 PAM,0,-2,-2,1,9,3,5,-3
CHRM5 antagonist,-2,-9,6,-2,3,4,2,-6
CHRM4 antagonist,-4,-1,-1,-4,8,2,-9,-14
CHRM4 agonist,6,2,4,0,0,0,1,2
CHRM1 antagonist,-1,-24,-2,-1,-25,-5,1,-2
CHRM4 PAM,-1,5,-7,5,-3,3,5,8

#41 O=c1c2cc(Cl)ccc2nc(-c2ccc(Cl)c(Cl)c2)n1O
#42 COC(=O)c1ccc(N2CCCCC2)c(N)c1
#43 COc1ccc(CCNC(=O)C2CCN(S(=O)(=O)c3ccc4nc5c(c(C(=O)O)c4c3)CCCC5)CC2)cc1OC
#44 Cc1ccc(S(=O)(=O)NCC(=O)Nc2ccc3c(c2)OCCO3)cc1
#45 Cc1ccc(Cc2c(-c3ccc(Br)cc3)nc3cc(C)ccn23)cc1
#46 CC1CN(c2ccc([N+](=O)[O-])cc2F)CCN1C(=O)c1ccco1 (stereo unspecified)
#47 CN(C)c1nc(N(C)C)n(C(=O)c2cccs2)n1
#48 CSc1ccccc1NC(=O)CN1CCN(S(=O)(=O)c2ccccc2[N+](=O)[O-])CC1
screen / no.,41,42,43,44,45,46,47,48
CHRM5 agonist,0,-7,-4,0,-1,3,-2,4
M5 PAM,-2,3,2,-4,1,-7,-5,-8
CRFR2-BP ag,135*,-6.0,2.9,0.4,-0.4,-0.9,-0.9,-0.1
M1 PAM,11,15,4,3,11,-1,16,5
CHRM5 antagonist,6,-2,3,6,-2,-2,2,4
CHRM4 antagonist,-7,-14,8,3,-7,5,1,-3
CHRM4 agonist,1,0,1,3,-1,9,1,12
CHRM1 antagonist,-19,-17,-1,-8,-19,2,-19,-5
CHRM4 PAM,16,13,-3,-5,1,-6,5,1

#49 Cc1ccc(C(C)NC(=O)c2cccs2)cc1C (stereo unspecified)
#50 COc1ccc(-c2cccc(NS(=O)(=O)c3cc([N+](=O)[O-])ccc3C)c2)nn1
#51 Cn1c(=O)c(C(=O)Nc2ccccc2S(N)(=O)=O)c(O)c2ccccc21
#52 O=c1sc(N2CCN(c3ccc(F)cc3)CC2)nc2ccsc12
#53 COc1ccc(C2C(C(C)=O)=C(O)C(=O)N2c2nccs2)c(OC)c1 (stereo unspecified)
#54 Cn1c(=O)n(Cc2ccccc2Cl)c(=O)c2c1[nH]c(=S)n2C
#55 COc1ccc(OCCC(=O)OCC(=O)Nc2cccc(Br)c2)cc1
#56 COc1ccc(NC(=O)c2ccco2)cc1NC(=O)c1ccc(C)cc1
screen / no.,49,50,51,52,53,54,55,56
CHRM5 agonist,-2,1,1,2,0,-3,-1,-5
M5 PAM,-4,-3,10,-7,7,-2,-7,0
CRFR2-BP ag,0.3,-2.2,-5.6,-0.9,0.5,-1.5,0.5,-2.2
M1 PAM,4,-6,2,-6,14,10,-2,7
CHRM5 antagonist,6,-4,-10,6,-4,6,5,-3
CHRM4 antagonist,-17,5,5,2,-6,-19,-1,-1
CHRM4 agonist,3,10,4,0,1,1,2,2
CHRM1 antagonist,-7,3,2,6,-13,-15,5,-14
CHRM4 PAM,16,-6,7,1,4,6,8,5

Compound activity deposited in PubChem BioAssay by several laboratories.

Random draw from the library. About 2.8% of those tested had a hit in this group.
